TSHR antagonist: Antagonists of the Thyroid Stimulating Hormone Receptor: HTS campaign. TSHR-expressing cells, TSH-stimulated cAMP HTRF, 2 h; hits give low values. hit rate 0.2% among 330,000. Thyrotropin receptor (Homo sapiens), P16473. AID 504810, 2011. activity change, negative = inhibition, % at 11.5 µM;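 active means activity change below a set negative limit, meaning inhibition stronger than a set level, cut at about -70% in these data; inconclusive means activity change between two set negative limits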; further: on the % scale 0 is the no-effect control and ±100 the full control effect
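Inhibition of cAMP made by TSHR-expressing cells under TSH stimulation (4nM final, EC80; 2 h, 37 deg C) is quantified with a one-step lysis HTRF kit, anti-cAMP cryptate versus cAMP-d2.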
B2AR arrestin: qHTS assay of beta-arrestin-biased ligands of beta2-adrenergic receptor. beta-arrestin recruitment to beta2AR, cell-based reporter. hit rate 0.02% among 330,000. Beta-2 adrenergic receptor (Homo sapiens), P07550. Potency, µM (top dose mostly 46.1 µM), without a hit: at the highest dose activation, most hits filed as activators;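 further: potency means the concentration at half of the fitted maximal effect; 0% = DMSO controls and full agonism = EC100 isoproterenol or metaproterenol; nearly all actives have a fitted effect of over 65% in size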
Target sequence (P07550 whole entry, looked up): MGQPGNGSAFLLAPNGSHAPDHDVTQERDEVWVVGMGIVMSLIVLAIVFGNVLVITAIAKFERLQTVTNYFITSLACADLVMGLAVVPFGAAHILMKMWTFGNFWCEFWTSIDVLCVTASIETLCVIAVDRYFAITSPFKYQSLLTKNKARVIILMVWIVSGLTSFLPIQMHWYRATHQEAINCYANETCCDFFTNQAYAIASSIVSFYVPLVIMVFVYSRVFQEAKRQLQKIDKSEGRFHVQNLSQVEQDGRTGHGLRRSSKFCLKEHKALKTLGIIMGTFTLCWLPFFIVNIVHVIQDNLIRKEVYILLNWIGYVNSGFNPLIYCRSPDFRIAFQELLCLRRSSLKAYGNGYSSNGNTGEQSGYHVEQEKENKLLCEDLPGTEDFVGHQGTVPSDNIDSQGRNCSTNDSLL
Eya2 inh: qHTS Assay for Inhibitors of the Phosphatase Activity of Eya2; AID 488837, 2010; Protein phosphatase EYA2 (Homo sapiens), O00167; hit rate 0.006% among 330,000; Potency, µM (series often up to 76.9 µM), inactives show at the top dose activity, negative = inhibition, most hits filed as inhibitors; recombinant Eya2, OMFP fluorescence dephosphorylation (OMFP is methylfluorescein phosphate); further: potency means the concentration at half of the fitted maximal effect; on the % scale 0 is the no-effect control and ±100 the full control effect
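Eya2 (0.2 uM) preincubated 10 min at ambient with compound, then OMFP substrate added at 50 uM; 10 min reaction in 50 mM HEPES pH 7.5, 50 mM NaCl, 5 uM MgCl2, 0.05% BSA, 1 mM DTT. Fluorescence read at Ex 485/Em 525 nm.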
USP2a block: qHTS Assay for Inhibitors of Ubiquitin-specific Protease USP2a Using CHOP2 as the Reporter | Ubiquitin carboxyl-terminal hydrolase 2 (Homo sapiens), O75604 | USP2 core, Ub-CHOP2 coupled fluorogenic reporter, 485/531 | Potency, µM (series often up to 38.3 µM), without a hit: at the highest dose activity change, negative = inhibition, most hits filed as inhibitors | hit rate 0.01% among 330,000 | AID 463254, 2010;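 further: potency means the concentration at half of the fitted maximal effect; plate controls were DMSO wells for no effect and full inhibition by NEM control for full effect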
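Cell-free coupled assay: 10nM USP2 core preincubated 30min RT with compound in Tris-HCl pH 8.0/CaCl2/CHAPS buffer, then 25nM Ub-CHOP2 and 25nM reporter substrate; fluorescence (Ex 485/Em 531) read after 60min RT, normalized to NEM inhibition, concentration-response curves fitted.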
TSG101-PTAP inh: qHTS Assay for Iinhibitors of HIV-1 Budding by Blocking the Interaction of PTAP/TSG101 | Fluorescence polarization, FITC-PTAP peptide / Tsg101 binding | Potency, µM (top dose mostly 115 µM), inactives show top-dose activity change, negative = inhibition, actives largely listed as inhibitors | 340,000 tested, under 10 active; active means well fitted inhibition curve with a large enough effect in the main read-out, with a control signal flat, not every such curve was filed as active; inconclusive means small, poorly fitted or top-dose-only effect, or effect the other way, or a change in a side signal; inactive means no such curve, though single readings can be large or run the other way; further: potency means the concentration at half of the fitted maximal effect; % of control where 0% means no effect
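Fluorescence polarization binding of Tsg101 binding domain (10 uM final) to FITC-labeled PTAP peptide (50 nM final) in HEPES pH 7.5 buffer with NaCl, Tween 20, EDTA, TCEP. Compounds added before peptide; binding 20 min at RT.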
Tb PFK inh: qHTS Assay to Find Inhibitors of T. brucei phosphofructokinase; ATP-dependent 6-phosphofructokinase (Trypanosoma brucei brucei), O15648; T. brucei PFK, ADP-Glo luminescence; Potency, µM (doses to about 57.5 µM), without a hit: at the highest dose activity, negative = inhibition, most hits filed as inhibitors; hit rate 0.17% among 330,000;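 further: potency means the concentration at half of the fitted maximal effect; 0% = uninhibited 1x PFK enzyme wells and -100% = no-enzyme wells; nearly all actives have a fitted effect of over 60% in size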
Target sequence (O15648 whole entry, looked up): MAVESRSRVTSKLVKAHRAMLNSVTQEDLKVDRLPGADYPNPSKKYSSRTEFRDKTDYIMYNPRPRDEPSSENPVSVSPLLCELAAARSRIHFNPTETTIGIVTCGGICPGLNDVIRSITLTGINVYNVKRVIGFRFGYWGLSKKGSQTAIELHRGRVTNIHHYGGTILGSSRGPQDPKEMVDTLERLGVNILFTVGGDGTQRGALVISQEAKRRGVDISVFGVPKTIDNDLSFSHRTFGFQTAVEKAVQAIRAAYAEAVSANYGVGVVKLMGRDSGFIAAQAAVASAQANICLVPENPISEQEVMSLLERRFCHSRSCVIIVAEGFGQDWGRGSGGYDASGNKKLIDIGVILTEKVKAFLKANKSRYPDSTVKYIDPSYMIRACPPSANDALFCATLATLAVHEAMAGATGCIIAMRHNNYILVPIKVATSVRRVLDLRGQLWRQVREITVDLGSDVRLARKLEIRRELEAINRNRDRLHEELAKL
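ADP-Glo luminescence quantified ADP after 45 min at room temperature, with 1.25 nM T. brucei PFK, 0.1 mM ATP and 0.5 mM fructose-6-phosphate in pH 8.0 TEA buffer. qHTS titrations up to 57 µM; curves classified by quality.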
BCR signal inh: qHTS Assay to Find Inhibitors of Chronic Active B-Cell Receptor Signaling | hit rate 0.05% among 340,000 | ABC-DLBCL IkBa-CBG/CBR reporter, luminescence ratio, 4 h | Potency, µM (titrated, usually from 46.1 µM), without a hit: at the highest dose ratio change, negative = lower green/red ratio, usual class: inhibitors; active means well fitted inhibition curve with a large enough effect in the signal ratio, with a control signal flat, not every such curve was filed as active; inconclusive means small, poorly fitted or top-dose-only effect, or effect the other way, or a change in a side signal; the % refers to the signal ratio;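 further: potency means the concentration at half of the fitted maximal effect; plate controls were basal doxycycline-induced cells for no effect and cells given 10 µM MG132 for full effect; MG132 reads +100%, hits lower the ratio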
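TMD8 ABC-DLBCL cells carrying doxycycline-inducible green luciferase fused to IkappaBalpha plus unfused red luciferase were exposed to compounds (up to 46 uM) for 4 hrs at 37C. Activity came from the overlap-corrected green/red luminescence ratio.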
uPA generation: qHTS for Inhibitors of Cell Surface uPA Generation | Potency, µM (highest dose often 38.3 µM), for the others: at the top dose activity change, negative = inhibition, most hits filed as inhibitors | hit rate 0.31% among 330,000 | cell surface uPA generation assay, qHTS | AID 540303, 2011; active means well fitted inhibition curve with a large enough effect; inconclusive means small, poorly fitted or top-dose-only effect; inactive means no such curve, though single readings can be large or run the other way; tested in mouse RAW 264.7 cells; further: potency means the concentration at half of the fitted maximal effect; on the % scale 0 is the no-effect control and ±100 the full control effect; nearly all actives have a fitted effect of over 55% in size
ELG1 DNA repair: qHTS screen for small molecules that inhibit ELG1-dependent DNA repair in human embryonic kidney (HEK293T) cells expressing luciferase-tagged ELG1; HEK293T ELG1-luciferase reporter, luminescence, 16 h; DNA damage induced by 5-fluorouridine; Potency, µM (series often up to 46.1 µM), for the others: at the highest dose activity change, negative = inhibition, usual class: inhibitors; hit rate 2.3% among 330,000; further: potency means the concentration at half of the fitted maximal effect; on the % scale 0 is the no-effect control and ±100 the full control effect; nearly all actives have a fitted effect of over 55% in size
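Overnight (16 hr) co-exposure of 2,000 cells/well to 5-fluorouridine and compound at 37 °C preceded detection. Luciferase was quantified via ONE-Glo luminescence; loss of signal denotes inhibition.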
Mito fusion act: qHTS Assay for Small Molecule Inhibitors of Mitochondrial Division or Activators of Mitochondrial Fusion | hit rate 0.23% among 320,000 | S. cerevisiae fusion-defective mutant growth rescue, CellTiterGlo 48 h | Potency, µM (doses to about 46.1 µM), without a hit: at the highest dose growth rescue (activation), most hits filed as activators;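 further: potency means the concentration at half of the fitted maximal effect; % of control where 0% means no effect; nearly all actives have a fitted effect of over 45% in size; temperature-sensitive fusion mutants such as fzo1-1 at 37 °C on non-fermentable ethanol glycerol medium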
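Yeast fusion mutant, YPEG (non-fermentable carbon), compound, 48 h at 37C non-permissive; CellTiterGlo added, 10 min RT, luminescence read. Rescued growth = division inhibition.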
TCR activator: Activators of T cell receptors: qHTS campaign; primary human leukocytes, anti-CD3, IL-2 HTRF, 48 h; Potency, µM (series often up to 9.22 µM), for inactives: top-dose activation of IL-2 secretion, usual class: activators; 330,000 tested, under 10 active; AID 504894, 2011; further: % of control where 0% means no effect
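Readout: HTRF IL-2, Eu-cryptate/d2 antibody pair, 320nm excitation, 665nm emission. Stimulus: a-CD3 beads, no co-stimulation. Cells: primary human leukocytes. Exposure: 48 hr with compound.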
Active calls of the source: *; ? = inconclusive; nt = no result given; [ ] = remark or other dose. Unless noted, the call rests on the fitted dose curve; in most records, active means well fitted curve in the direction sought with a large enough effect; inconclusive means small, poorly fitted or top-dose-only effect, or another doubt; inactive means no such curve, though single readings can be large; an effect the other way counts as inactive or inconclusive.

SMILES | TSHR antagonist | B2AR arrestin | Eya2 inh | USP2a block | TSG101-PTAP inh | Tb PFK inh | BCR signal inh | uPA generation | ELG1 DNA repair | Mito fusion act | TCR activator
Cc1nn(CC(=O)NC(C)c2ccccc2)c(C)c1[N+](=O)[O-] (stereo unspecified) | 0 | -0.1% | 1% | 2% | 0% | -8% | 1% | -10% | 10% | 1% | -1%
COc1ccc(CN(Cc2cccn2C)C(=O)c2cc3cc(OC)ccc3[nH]2)cc1 | -4 | -0.4% | ? | -2% | -1% | -1% | ? | 2% | ? | ? | 3%
CC(=O)Nc1ccc2nsnc2c1 | 1 | 0.2% | -12% | 3% | -3% | 5% | -3% | -5% | 3% | 0% | 1%
COc1cc(NC(=S)N2CCCC(C)C2)c(OC)cc1Cl (stereo unspecified) | 10 | 0.3% | -8% | 4% | -3% | ? | 1% | -1% | 15% | 4% | 13%
Cc1cc(NC(=O)CSc2ccc3nnc(-c4ccccn4)n3n2)no1 | 16 | -0.9% | -11% | 0% | -6% | -8% | -9% | 8% | 4% | 1% | 7%
Cc1cccc(C(=O)N2CCN(S(=O)(=O)N3CCCCC3)CC2)c1 | -3 | -0.9% | 1% | 0% | nt | 1% | 0% | 19% | -16% | -2% | 3%
O=C([C@H](Cc1ccccc1)N1C(=O)c2ccccc2C1=O)N1CCOCC1 | 13 | -0.5% | 9% | -1% | -5% | 2% | 4% | 2% | -3% | 12% | -2%
CCOC(=O)c1nnn(-c2nn3nnnc3c3ccccc23)c1C | 29 | 0.0% | 1% | -2% | -11% | -2% | ? | -7% | ? | -3% | 2%
COc1ccc(Cl)cc1NC(=O)NC(C)c1ccncc1 (stereo unspecified) | -6 | -0.1% | 1% | 5% | -5% | 10% | 1% | nt | -17% | 2% | 3%
C1CCCC(NC2=NCCO2)CCC1 | -6 | -0.3% | 1% | 2% | 1% | 1% | ? | 10% | -4% | 0% | 4%
CCC(=O)N1CCc2cc(S(=O)(=O)CCC(=O)Nc3ccc(C(C)=O)cc3)ccc21 | -17 | 0.0% | 0% | -1% | -7% | 1% | 3% | 3% | 8% | -1% | -11%
CCc1ccc(NC(=O)Cn2cc([N+](=O)[O-])nc2C)cc1 | 5 | -0.5% | -6% | -1% | -2% | -5% | 2% | -16% | -9% | 1% | 3%
COc1ccc(N(CC(=O)NCCSc2ccccn2)S(=O)(=O)c2ccccc2)cc1OC | -2 | -0.2% | -1% | 0% | -1% | 1% | -7% | 6% | -2% | -4% | -2%
COc1ccccc1OCC(=O)NCCCN1CCOCC1 | 1 | -0.4% | 11% | -3% | 1% | 0% | -1% | 0% | 15% | -3% | -2%
CC(=O)N1CCN(C(=O)c2ccc(S(=O)(=O)Nc3ccccc3C)cc2)CC1 | 12 | -1.7% | 11% | 1% | -7% | -11% | ? | -4% | -12% | 2% | -4%
COc1cccc(NC(=O)CN(C)C(=O)C(CCSC)NC(=O)c2ccco2)c1 (stereo unspecified) | 7 | 0.0% | ? | 1% | -2% | -2% | -1% | 0% | -4% | -2% | 2%
COc1ccccc1C1CCN(Cc2cccc3ccccc23)CC1 | 12 | -0.9% | -3% | 0% | 0% | 1% | ? | -9% | -14% | -4% | 2%
C/C(=N\NC(=O)c1ccco1)c1ccc(NC(=O)c2cccs2)cc1 | -5 | -1.3% | -10% | 2% | -2% | -5% | ? | -3% | 8% | 3% | -3%[46.1 µM]
COc1cccc(C(=O)NCC(=O)N/N=C/c2ccc3c(c2)OCO3)c1 | 8 | 0.0% | -5% | 0% | -7% | 13% | ? | 3% | ? | -3% | 0%
Cn1c(SCC(=O)Nc2ccc(Br)cc2F)nnc1-c1ccco1 | -3 | -0.8% | 9% | 3% | -4% | -5% | -1% | -8% | -27% | 9% | 3%
COc1cc(OC)c(S(=O)(=O)Nc2ccc(C)cn2)cc1NC(C)=O | 2 | 7.7% | -1% | 7% | -1% | 0% | -7% | 1% | 0% | -8% | 0%[46.1 µM]
COC(=O)c1ccc(COc2ccccc2/C=C(\C#N)C(=O)Nc2c(C)cccc2C)cc1 | -34 | 1.3% | 6% | 1% | 0% | 2% | ? | -7% | 26µM* | -3% | 1%[46.1 µM]
COc1ccc(N2CCN(Cc3nc4c(c(=O)n(C)c(=O)n4C)n3CC(C)=O)CC2)cc1 | -10 | -0.1% | 3% | 1% | -5% | 1% | -2% | nt | -13% | 0% | 1%
O=C(COc1ccc2c(c1)CCC2)Nc1ccccn1 | -6 | 0.4% | -5% | -1% | -1% | -26% | ? | -1% | ? | -9% | -1%
Cc1cc2ccccn2c1C(C[N+](=O)[O-])c1ccc(N(C)C)cc1 (stereo unspecified) | 12 | -0.2% | 5% | -1% | 3% | 3% | -2% | 0% | 4% | 21% | 7%[46.1 µM]

Reprinted at random: 2 compounds from above
SMILES | TSHR antagonist | B2AR arrestin | Eya2 inh | USP2a block | TSG101-PTAP inh | Tb PFK inh | BCR signal inh | uPA generation | ELG1 DNA repair | Mito fusion act | TCR activator
Cc1cccc(C(=O)N2CCN(S(=O)(=O)N3CCCCC3)CC2)c1 | -3 | -0.9% | 1% | 0% | nt | 1% | 0% | 19% | -16% | -2% | 3%
CCOC(=O)c1nnn(-c2nn3nnnc3c3ccccc23)c1C | 29 | 0.0% | 1% | -2% | -11% | -2% | ? | -7% | ? | -3% | 2%

Continued.
SMILES | TSHR antagonist | B2AR arrestin | Eya2 inh | USP2a block | TSG101-PTAP inh | Tb PFK inh | BCR signal inh | uPA generation | ELG1 DNA repair | Mito fusion act | TCR activator
COc1ccc(NC(=O)CC2SC3=NCCN3C2=O)cc1 (stereo unspecified) | -3 | 0.1% | -4% | 0% | -2% | 0% | 3% | 2% | -4% | 2% | 3%
O=C(c1ccc(Cl)c(S(=O)(=O)NCc2ccccc2)c1)N1CCN(c2ccccn2)CC1 | 6 | -0.2% | -6% | 2% | nt | 1% | 7% | ? | 23µM* | 1% | nt
CN1c2ccccc2C(C)(C)C12CC(c1ccc(S(=O)(=O)N3CCCCC3)cc1)=NO2 (stereo unspecified) | -6 | -0.3% | -9% | 1% | -4% | -6% | 0% | 8% | 5% | -22% | 2%[46.1 µM]
CCc1nnc(NC(=O)CCc2ccc(C)o2)s1 | 0 | -1.0% | -4% | 2% | -3% | -2% | 9% | nt | 14% | -3% | 2%
COc1cccc(S(=O)(=O)Nc2noc3ccccc23)c1 | 8 | 0.4% | -2% | 2% | -2% | 8% | -2% | 1% | -2% | 7% | 1%
CCC(C)[C@H](NC(=O)N1CC(=O)Nc2ccccc21)C(=O)NC(C)CCc1ccccc1 (stereo partly specified) | 18 | 0.4% | 1% | 1% | 2% | 4% | 4% | 2% | 15% | -2% | 6%
COc1ccc(/C=N/NC(=O)c2nc(-c3ccccc3)n(-c3ccccc3)n2)cc1 | -8 | -0.9% | 1% | 1% | -2% | 0% | -1% | 7% | -24% | -7% | 0%[46.1 µM]
O=C(CC(C(=O)O)C1CCCO1)NCCc1ccc2c(c1)OCO2 (stereo unspecified) | 2 | 1.8% | -13% | ? | 0% | 1% | 2% | 4% | -2% | 0% | 5%
COc1ccc(S(=O)(=O)Cc2ccc(C(=O)NCc3ccccn3)o2)cc1 | 24 | -0.8% | 1% | -1% | -1% | 3% | 5% | 13% | 0% | -2% | 2%
O=c1[nH]n2c(=O)c3c([nH]c2c1N=Nc1cccc(Cl)c1)CCC3 | 3 | -0.5% | -11% | 3% | -4% | ? | ? | 4% | -1% | 1% | -3%[46.1 µM]

Screening results deposited in PubChem by National Center for Advancing Translational Sciences (NCATS).
